From PubChem
ADAM10 inh: ADAM10 inhibition, QFRET primary screen. O14672. recombinant ADAM10, EDANS/DABCYL FRET peptide cleavage, 3 h. inhibition, % at 7 µM. 370,000 compounds, 0.62% hits. AID 720582;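 active means inhibition above a per-campaign cutoff equal to the mean of compounds falling between control-based bounds plus 3 SD, cut at about 20% in these data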;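 further: 0% = DMSO wells while the 100% control is not disclosed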
PLC-gamma1 inh: inhibitors of human phospholipase C gamma1 | purified PLC-gamma1, fluorogenic substrate, fluorescence | inhibition, % at 12.2 µM | 370,000 compounds, 0.84% hits; in the data active means inhibition above about 9.5%
ADAM17 inh: ADAM17 inhibition, QFRET primary screen; P78536; 370,000 compounds, 0.83% hits; inhibition, % at 6.95 µM; AID 720648; recombinant ADAM17, EDANS/DABCYL FRET peptide cleavage;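 active means inhibition above the mean of compounds lying between control limits plus 3 SD, set per campaign, cut at about 8.5% in these data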;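 further: 0% = DMSO-only wells as the low control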
Target sequence (P78536 215-824 limits assumed): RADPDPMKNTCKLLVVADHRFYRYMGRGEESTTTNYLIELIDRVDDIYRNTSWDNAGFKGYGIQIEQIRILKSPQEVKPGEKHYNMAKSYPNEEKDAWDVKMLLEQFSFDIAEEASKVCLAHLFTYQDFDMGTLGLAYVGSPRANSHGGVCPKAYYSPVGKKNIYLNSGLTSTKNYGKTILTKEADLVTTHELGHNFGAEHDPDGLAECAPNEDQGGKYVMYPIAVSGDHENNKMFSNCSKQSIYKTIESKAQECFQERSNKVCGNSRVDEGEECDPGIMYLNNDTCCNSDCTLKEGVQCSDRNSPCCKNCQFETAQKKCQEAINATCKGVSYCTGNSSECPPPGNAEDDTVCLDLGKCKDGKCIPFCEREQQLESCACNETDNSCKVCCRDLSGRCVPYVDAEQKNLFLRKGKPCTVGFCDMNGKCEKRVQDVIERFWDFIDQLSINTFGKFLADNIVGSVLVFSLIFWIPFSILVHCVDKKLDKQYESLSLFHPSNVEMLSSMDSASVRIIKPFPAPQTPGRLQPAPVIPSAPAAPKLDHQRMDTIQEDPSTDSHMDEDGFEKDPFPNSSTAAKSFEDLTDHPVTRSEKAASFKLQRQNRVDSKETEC
LEDGF integ inh: blocks HIV-1 LEDGF/p75-dependent DNA integration; 370,000 compounds, 0.64% hits; inhibition, % at 3.7 µM; AID 743269; TR-FRET IN-LEDGF/p75 DNA integration, Eu/Cy5;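 active means inhibition above the screen-wide mean plus 3 SD, cut at about 13% in these data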;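 further: signal is the Cy5 over europium emission ratio at 671 and 618 nm; 0% = plate median of compound wells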
Tn7 DDE FP: disrupts Tn7 cyclic peptide binding to fibrin D-Dimer-E complex. 370,000 compounds, 0.13% hits. P02675. FP displacement of FITC-Tn7 peptide from fibrin DD(E); 0% = median of compound wells per plate. inhibition, % at 8.3 µM;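 active means inhibition above the mean of compounds falling within the control limits plus 3 SD of them, cut at about 14% in these data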;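 further: 0% = plate median of compound wells and 100% = 10 µM Aha-Tn7 peptide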
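Assay system: Human fibrin DD(E) protein | Medium: Tris buffer with calcium and detergent, pH 7.8 | Reagent: 0.1 µM fluorescent Tn7 | Compound dosing: Single point at 8.3 µM | Times: 10 min preincubation, 3 h with tracer, room temperature | Detection: Fluorescence polarization of the labelled Tn7 tracer | Controls: Aha-Tn7 high control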
ARFGAP1 inh: inhibitors of rat ARFGAP1; inhibition, % at 16.5 µM; Q62848; Arfgap1-stimulated ARF1 GTP hydrolysis, GDP FP detection; 360,000 compounds, 0.26% hits;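 active means inhibition above a per-plate limit, mean inhibition of low control wells plus 3 SD, cut at about 25% in these data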;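 further: 0% = DMSO wells with enzyme and 100% = wells lacking Arfgap1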
Target sequence (Q62848 1-136 limits assumed): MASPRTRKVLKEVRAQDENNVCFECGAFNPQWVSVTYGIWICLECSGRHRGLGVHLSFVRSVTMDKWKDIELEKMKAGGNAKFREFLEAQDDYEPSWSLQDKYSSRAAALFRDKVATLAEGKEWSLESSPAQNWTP
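system = rat Arfgap1 catalytic domain, aa 1-136 | technique = FP, GDP Alexa 633 tracer displaced from anti-GDP antibody, 620/688 nm | compound = one concentration, 16.5 µM, DMSO 1.26% | medium = HEPES-based buffer, pH 7.5 | timing = compound-enzyme preincubation 20 min, reaction 120 min, detection 60 min, 25 °C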
ASAP1 GAP inh: inhibitors of human ASAP1 ArfGAP activity; Q9ULH1; ASAP1-stimulated ARF1 GTP hydrolysis, GDP FP detection; inhibition, % at 16.5 µM; 360,000 compounds, 0.19% hits; AID 624377; in the data active means inhibition above about 25%;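 further: 0% = vehicle with enzyme and substrate and 100% = no enzyme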
TDP2 absorb: blocks human TDP2 phosphodiesterase activity; recombinant TDP2, T5PNP hydrolysis, p-nitrophenol absorbance 415 nm; O95551; 370,000 compounds, 0.34% hits; inhibition, % at 12.8 µM; AID 720702;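 active means inhibition above the mean of all tested compounds plus 3 SD, set per campaign, cut at about 25% in these data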;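 further: 0% = DMSO with enzyme and 100% = buffer with substrate but no TDP2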
Target sequence (O95551 whole entry, looked up): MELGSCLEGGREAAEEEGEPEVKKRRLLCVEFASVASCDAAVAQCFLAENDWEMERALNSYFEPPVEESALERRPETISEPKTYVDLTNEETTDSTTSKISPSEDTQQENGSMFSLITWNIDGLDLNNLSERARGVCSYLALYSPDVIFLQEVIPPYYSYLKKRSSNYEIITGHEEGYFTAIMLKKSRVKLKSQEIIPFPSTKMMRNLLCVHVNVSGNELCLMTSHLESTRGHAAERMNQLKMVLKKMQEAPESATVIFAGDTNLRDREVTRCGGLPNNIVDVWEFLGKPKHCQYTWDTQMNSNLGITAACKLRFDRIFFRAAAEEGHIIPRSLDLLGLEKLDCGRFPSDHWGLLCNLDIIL
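System – recombinant human TDP2 · Amount – 120 nM TDP2 per well · Buffer or medium – Mg2+-containing Tris-HCl buffer, pH 7.5 · Reagent – T5PNP substrate, 5 mM · Dosing – 12.8 µM single point, 1% DMSO · Incubation – 2 h at 37 °C · Measured by – epi absorbance · Read-out basis – percent inhibition · Benchmarks – high control without enzyme, low control DMSO plus TDP2 · Repeats – singlicate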
proKLK7 act: activates the human kallikrein-7 zymogen | P49862 | purified proKLK7, EDANS-DABCYL substrate fluorescence; 100% is mature enzyme control, 0% vehicle | activation, % at 7 µM | 370,000 compounds, 0.9% hits | AID 652039;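 active means activation above the mean of all tested compounds plus 3 SD, computed per campaign excluding outliers beyond control limits, cut at about 13% in these data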
DDE Tn6 FP inh: disrupts Tn6 cyclic peptide binding to fibrin D-Dimer-E complex; inhibition, % at 8.3 µM; Fibrin DD(E) TRITC-Tn6 fluorescence polarization displacement; 370,000 compounds, 0.21% hits;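 active means inhibition above a per-campaign cutoff: mean of compounds within control limits plus 3 SD, cut at about 15% in these data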;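 further: 0% = median of all compound wells on the plate and 100% = blocking peptide control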
Active calls of the source: *; i = inactive.

SMILES	ADAM10 inh	PLC-gamma1 inh	ADAM17 inh	LEDGF integ inh	Tn7 DDE FP	ARFGAP1 inh	ASAP1 GAP inh	TDP2 absorb	proKLK7 act	DDE Tn6 FP inh
CCOc1ccc(-n2c(SCC(=O)Nc3ccccc3CC)nc3n[nH]c(C)c3c2=N)cc1	4	1	-2	-1	-4	7	-1	-3	0.9	-4
CCOC(=O)C1=C(C(=O)OCC)C2N(Cc3ccc(Br)cc3)c3ccccc3[C@@]23C[C@@H](C(=O)OC)N(S(=O)(=O)c2ccc(C(F)(F)F)cc2)C3=N1 (stereo partly specified)	4	2	9	8	-7	1	6	-17	-0.8	2
O=C(Cn1c2ccccc2c2nc3n(c(=O)c21)CCCS3)Nc1ccccc1	-20	0	-8	-5	4	3	-2	-25	0.4	-10
Cc1ccc(CNC(=S)NC2CCC(C(C)(C)C)CC2)cc1 (stereo unspecified)	-2	0	-1	2	-1	6	6	14	0.1	-6
CCOC(=O)CN1C(=O)N[C@@H](CCc2ccccc2)[C@H](C(C)=O)[C@H]1C	1	0	-2	2	-2	6	-2	3	0.5	-2
Cc1cc(C(=O)N2CCCC(N3CCN(c4cccc(Cl)c4)CC3)C2)n(C)n1 (stereo unspecified)	-4	4	-4	-10	0	-1	0	-12	0.3	-10
CCN(CC)c1ccc(-n2c(O)c(C=C3N=c4ccccc4=N3)sc2=S)cc1	1	2	2	1	-3	6	-11	-8	0.0	10
CC1=NNC(=O)C1CC(=O)N/N=C/c1cccs1 (stereo unspecified)	-9	2	0	-1	3	-3	-3	5	0.4	3
Cc1cccn2c(=O)c(C=O)c(NCc3ccccc3)nc12	-71	-8	-23	1	-2	-7	-2	12	0.1	3
CCCC(=O)Nc1nc(-c2ccc(Cl)s2)cs1	0	-3	0	-2	4	8	-5	-1	-0.1	-3
COc1ccc(NC(=O)COC(=O)c2ccc(OCc3ccccc3Cl)c(OC)c2)c(OC)c1	-16	1	-7	-2	1	5	3	-2	-0.1	5
CC(=O)Nc1cccc(NC(=O)C(=O)c2cn(CC(=O)N3CCCC3)c3ccccc23)c1	-12	1	4	1	0	0	4	-1	0.0	0
COc1cccc(C2NC(=O)CCC2[N+](=O)[O-])c1 (stereo unspecified)	-4	7	2	4	-9	7	13	-11	1.0	0
CCOC(=O)CNC(=O)CCc1nnc2ccc(N3CCC(C)CC3)nn12	-5	2	0	-3	3	4	-4	-1	-1.1	2
COc1cc(C2C3=C(CC(C)(C)CC3=O)N(C)C3=C2C(=O)CC(C)(C)C3)cc(Br)c1O	-12	-14	-6	-2	1	-2	0	0	0.4	-10
CC(C)CCOP(=O)(c1ccc(N(C)C)cc1)C(O)c1ccccc1F (stereo unspecified)	1	2	-1	21*	2	-4	-9	4	-0.3	0
COc1ccc(/C=C2/N=C3CCCCCN3C2=O)cc1OC	-13	-7	-5	1	3	17	11	-5	-0.4	1
COc1cccc(C(=Cc2ccc([N+](=O)[O-])cc2)C(=O)O)c1	-5	-2	0	0	-4	2	-9	4	0.1	-4
CCN(CC(=O)Nc1cc(Cl)ccc1C)C(=O)c1ccc(=O)n(Cc2ccccc2)n1	7	0	2	2	2	-11	-2	-3	0.5	15
OCC[C@H]1C[C@H](O)[C@@H](O)[C@]2(Cc3ccccc3O2)O1	-3	-1	-3	-2	-6	-4	0	-1	0.2	-2
Cc1cccc(N2CCN(c3ccc(NC(=O)/C=C\C(=O)O)cc3)CC2)c1	5	6	-4	-8	4	7	-3	2	-0.5	1
O=C(C(Cc1ccccc1)NS(=O)(=O)c1cccc2cccnc12)N1CCc2ccccc21 (stereo unspecified)	-10	-1	-1	-1	-2	4	-5	-7	-0.8	-1
Cc1cc2nc(-c3ccc(Cl)cc3)c(Cc3cccc(Cl)c3)n2c(C)c1Br	3	-6	1	5	-5	0	8	-10	-0.1	-2
COc1ccc(OC)c(/C=N/NC(=S)NCCc2ccccc2)c1	-291	-208	-112	1	-6	8	6	10	-19	-5
O=C(/C=C/c1ccccc1)N1CCN(CC(O)COc2ccccc2)CC1 (stereo unspecified)	12	4	-1	0	-5	3	-9	-2	-0.2	5

Another view of 3 compounds above.
| ADAM10 inh | PLC-gamma1 inh | ADAM17 inh | LEDGF integ inh | Tn7 DDE FP | ARFGAP1 inh | ASAP1 GAP inh | TDP2 absorb | proKLK7 act | DDE Tn6 FP inh | smiles |
| --- | --- | --- | --- | --- | --- | --- | --- | --- | --- | --- |
| 3 | -6 | 1 | 5 | -5 | 0 | 8 | -10 | -0.1 | -2 | Cc1cc2nc(-c3ccc(Cl)cc3)c(Cc3cccc(Cl)c3)n2c(C)c1Br |
| -291 | -208 | -112 | 1 | -6 | 8 | 6 | 10 | -19 | -5 | COc1ccc(OC)c(/C=N/NC(=S)NCCc2ccccc2)c1 |
| 12 | 4 | -1 | 0 | -5 | 3 | -9 | -2 | -0.2 | 5 | O=C(/C=C/c1ccccc1)N1CCN(CC(O)COc2ccccc2)CC1 (stereo unspecified) |

Next section:
SMILES	ADAM10 inh	PLC-gamma1 inh	ADAM17 inh	LEDGF integ inh	Tn7 DDE FP	ARFGAP1 inh	ASAP1 GAP inh	TDP2 absorb	proKLK7 act	DDE Tn6 FP inh
Cn1cnc2c1c(=O)n(CC(O)CO)c(=O)n2C (stereo unspecified)	-3	0	-4	3	0	-4	2	2	-0.1	-3
COc1ccc(C(=O)NNC(=O)CN(C)S(=O)(=O)c2ccc(Cl)cc2)c(OC)c1OC	16	0	1	6	4	-4	6	-17	-0.2	-8
COc1cc(NC(=O)CSc2ccc3c(c2)OCCO3)cc(OC)c1OC	-2	0	-2	-6	1	-12	-2	-3	0.0	0
COc1cc(Br)c(C(C)NC(=O)c2cccc(Br)c2)cc1OC (stereo unspecified)	-1	-3	-3	0	2	6	1	1	0.2	11
Cc1nc(C(F)(F)F)ccc1C(=O)Nc1ccc(C(F)(F)F)cn1	-3	-1	-1	3	-4	-2	-9	1	0.3	5
Cc1cc(C)n(-c2ccc(C(=O)Nc3cccnc3)cc2)n1	0	1	2	1	-6	15	12	4	0.4	12
CC1CCN(c2ccccc2N)CC1	-1	-5	-1	-1	-4	4	0	-1	-0.8	3
Cc1cc(C(F)F)n2ncc(C(=O)O)c2n1	7	-3	-2	-5	2	-7	0	8	-0.5	1
Cn1c(CNC(=O)CCNC(=O)c2ccc(Br)cc2)cc(=O)n(C)c1=O	-4	0	-2	2	-4	7	-11	5	0.1	4
Cc1nc(SCC(=O)NCc2ccccc2)c2oc3ccccc3c2n1	-1	-1	-2	-3	5	-3	3	-4	-0.1	2
S=C(Nc1ccccc1)Nc1cccc(Br)c1	-5	0	-4	2	-1	9	2	5	0.0	7
CCOC(=O)c1c(NC(=O)COC(=O)c2ccc([N+](=O)[O-])cc2)sc(C(=O)N(C)C)c1C	0	-2	3	-3	4	-7	5	-16	0.4	3
COc1ccc(N2CCN(C(=O)CC(C)S(=O)(=O)c3ccc4c(c3)NC(=O)CO4)CC2)cc1 (stereo unspecified)	-10	1	-1	-3	1	16	-14	-3	0.1	4
COC(=O)C(C(=O)OC)N1C(=O)CCC1=O	-9	4	-2	-3	-5	6	-19	-5	-0.2	12
CN1CCN(C(=O)c2ccc3c(c2)N(Cc2ccc(Cl)cc2)C(=O)c2ccccc2S3=O)CC1 (stereo unspecified)	-3	2	0	2	0	5	-11	-13	0.3	6
Cc1c(OC(C)C(=O)NCc2cccnc2)ccc2c3c(c(=O)oc12)CCCC3 (stereo unspecified)	-198	-25	-57	0	-3	-7	1	-4	-5.9	-6
COc1ccc(C2C(C(=O)c3ccc(C)o3)=C(O)C(=O)N2Cc2cccnc2)cc1 (stereo unspecified)	3	-4	2	-2	2	-1	1	1	0.7	7
COc1cc(CC(=O)OCC(=O)c2ccc3c(c2)OCCO3)cc(OC)c1OC	0	-2	-3	-1	0	7	-1	-1	-0.4	0
Nc1nonc1-n1nnc(C(=O)N/N=C/c2ccc(OCc3cccc(Cl)c3)cc2)c1CN1CCCCC1	-3	-3	-3	-3	-1	-16	11	3	-0.3	-3
CN(c1ccc(C(=O)NCCSCc2c(F)cccc2Cl)cc1)S(C)(=O)=O	-4	1	-4	-1	1	3	-12	1	-0.2	3
CCn1c(SCC(=O)NCCc2ccc(OC)c(OC)c2)nc2c([nH]c3ccccc32)c1=O	-5	4	7	5	-1	-7	-10	-19	0.5	-9
COc1ccc2nc(N(Cc3ccccc3)C(=O)CCNC(C)=O)sc2c1	0	-2	3	1	0	0	14	-2	-0.5	4
COc1ccc(OC)c(/C=N/NC(=O)c2c(C)nc3ccc(C)cn23)c1	i	i	i	-2	-6	-2	-2	-11	12	-1
CC(=O)OC1=Cc2c(ccc3ccc(=O)oc23)OC1(C)C	-178	-88	-58	1	3	3	3	4	3.2	3
CNc1cnc(-c2ccccc2OC)cn1	i	-319	i	-5	1	-5	-17	1	11	0
SMILES	ADAM10 inh	PLC-gamma1 inh	ADAM17 inh	LEDGF integ inh	Tn7 DDE FP	ARFGAP1 inh	ASAP1 GAP inh	TDP2 absorb	proKLK7 act	DDE Tn6 FP inh
CCC(C)OC(=O)c1[nH]c2c(c1C)C(=O)CC(c1ccc(N(C)C)cc1)C2 (stereo unspecified)	2	-1	3	2	3	-9	3	0	0.0	-6
COc1ccc(C(=O)Nc2ccc(NC(=O)c3cnccn3)cn2)cc1	7	1	0	-2	0	1	4	-4	0.2	1
NC(Cc1ccc(Cl)cc1)c1csc(Nc2ccc(C(F)(F)F)cn2)n1 (stereo unspecified)	-15	3	-5	6	0	4	17	5	-0.6	-2
COc1ccc(N(C)S(=O)(=O)c2ccc3c(c2)NC(=O)CO3)c(OC)c1	8	8	4	-4	-4	10	3	-15	0.4	5
O=C(CC1C(=O)NCCN1Cc1ccccc1C(F)(F)F)NC1CCCC1 (stereo unspecified)	-16	-5	-8	0	-5	0	-8	5	0.0	1
COc1ccc(NC(=O)c2csc(C)c2)cc1OC	7	3	4	2	-3	9	-10	-17	-0.9	1
O=C(CSc1ccccn1)Nc1ccc(Cl)cn1	0	2	2	0	1	-8	11	1	0.1	3
Cc1ncoc1C(=O)NC1CC(C)(C)Cc2c1cnn2-c1ccccc1 (stereo unspecified)	-12	-3	-7	0	-5	-2	-1	0	-0.1	-10
O=C(COC(=O)COc1ccc2ccccc2c1)NCC(F)(F)F	0	-3	-4	1	1	4	-3	10	-0.4	1
CC(NC(=O)C1CCCN1S(=O)(=O)c1cccc2cccnc12)c1ccccc1 (stereo unspecified)	-13	-1	-1	-2	3	0	14	-4	0.5	-5
Cc1cn([C@H]2C[C@H](O)[C@@H](CCC(=O)NCC3CCCO3)O2)c(=O)[nH]c1=O (stereo partly specified)	-7	0	-3	0	-6	-1	-20	-1	0.1	-6

Random draw from the library; about 4.2% have a hit in one of these screens.
